# Compound activity from PubChem.
# SRC3 TRFRET art: flags TR-FRET format artefacts in PPARgamma SRC-3 recruitment agonist screen; TR-FRET artefact counter-screen, PPARgamma/SRC-3 format; active compounds read high; TR-FRET ratio at 8 µM; 0.39% of 99,000 active; in the data active = TR-FRET ratio above about 2000; also: inactives centre near 1600; reference of the scale not given here
# SRC1 TRFRET art: flags TR-FRET format artefacts in PPARgamma SRC-1 recruitment agonist screen. 0.34% of 99,000 active. TR-FRET detection artefact counter-screen, emission ratio; active compounds read high. TR-FRET ratio at 8 µM. AID 1051; in the data active = TR-FRET ratio above about 2300; also: inactives centre near 1800; reference of the scale not given here
# * = called active by the depositor. Not a hit list (roughly 0.65% active in at least one column).
SMILES,SRC3 TRFRET art,SRC1 TRFRET art
COc1ccc(-c2ccc(SCc3ccccn3)nn2)cc1OC,1273,1728
COC(=O)CC1C(=O)NCCN1C(=O)CSc1nc2ccccc2o1 (stereo unspecified),1473,1740
COc1ccccc1N1CCN(Cc2nc(-c3ccc(F)cc3)oc2C)CC1,1719,1649
CC(C)(C)NC(=O)C(c1cccs1)N(C(=O)C(=O)NC1CCCC1)c1ccccc1F (stereo unspecified),1570,1895
Cc1cccc2[nH]c(CN(C)Cc3nc(CC4CC4)no3)nc12,1542,1692
O=C(Nc1ccc(-c2ccc3nncn3n2)cc1)C1CCCC1,1535,1834
O=Cc1ccc(Oc2cc(-c3ccccc3)nc(-c3ccccc3)n2)cc1,1355,1730
CC(NC(=O)COC(=O)/C=C/c1ccc([N+](=O)[O-])cc1)c1ccccc1 (stereo unspecified),1659,1775
C=CCn1c(=S)[nH]c2scc(-c3cccs3)c2c1=O,3585*,3938*
O=C(NCCO)C(O)C(O)C(=O)NCCO (stereo unspecified),1736,1758
CC(C)C(=O)NC(=S)N(Cc1ccccc1)Cc1ccccc1,1512,2046
CCOC(=O)N/N=C/c1c(C)nn(-c2ccccc2Cl)c1Cl,1715,1917
COc1ccc(CCNC(=O)CCn2c(=O)oc3ccccc32)cc1,1611,1691
CC(=O)Nn1c(C)nnc1-n1nc(C)cc1C,1249,1865
CC(C)CCNC(=O)c1ccc(Cl)c(NC(=O)c2ccccc2F)c1,1348,1629
COc1ccccc1NS(=O)(=O)c1cc(NC(=O)CNC(=O)c2ccc(C)s2)ccc1Cl,1406,1695
O=C(NCCCc1nc2ccccc2[nH]1)c1ccc(F)cc1,1795,1954
CC(SCc1ccccc1)C(=O)Nc1ccccc1-c1ccccc1 (stereo unspecified),1535,1806
COc1cccc(-c2cc(C(=O)Nc3ccn(Cc4ccc(C)cc4)n3)no2)c1,1410,1640
CCOC(=O)C1CCN(C(C(=O)NC2CCCCC2)c2ccc(OC)cc2)CC1 (stereo unspecified),1660,1552
CN(C)C(=O)C[n+]1ccc(/C=N/O)cc1,1491,1655
COc1cccc(CN2CCCC(C(=O)c3ccc4c(c3)OCO4)C2)c1O (stereo unspecified),1669,1665
CCOc1cc(C2NC(=S)NC(C)=C2C(=O)Nc2ccc(OC)cc2)ccc1O (stereo unspecified),1612,1559
O=C1CCCC2=C1C(c1cccc(O)c1)c1c(ccc3ncccc13)N2 (stereo unspecified),1709,1753
CCC1(CC)NC(=O)N(CC(=O)OCC(=O)NC(=O)c2ccc(Cl)cc2)C1=O,1372,1803
# (continued)
SMILES,SRC3 TRFRET art,SRC1 TRFRET art
COc1ccccc1OCC(=O)NCCSCc1ccc(Cl)cc1,1688,1915
O=C(NC(=S)Nc1ccccc1N1CCOCC1)c1sc2ccccc2c1Cl,1698,1875
O=C(CSc1cn(CC(=O)N2CCCC2)c2ccccc12)NCC1CCCO1 (stereo unspecified),1626,1561
Clc1nc2sccn2c1/C=N/n1cnc2ccccc21,1600,1776
O=C(Nc1ccc(N2CCN(Cc3ccccc3)CC2)cc1)c1ccccc1[N+](=O)[O-],1546,1659
O=C(Nc1ccncc1)c1ccc2c(c1)C(=O)N(CC1CCCO1)C2=O (stereo unspecified),1730,1622
CCN(CC(=O)NC(C)(C)C)C(=O)CCl,1477,1623
COC(=O)N/N=C1/C/C(=N\NC(=O)OC)c2ccccc21,1473,1602
COc1cc(/C=C/C(=O)OCC(=O)NCc2ccco2)ccc1OCC#N,1472,1859
CSc1ccc(CN2CCC(C(=O)NCc3ccc(C)cc3)CC2)cc1,1704,2002
CC1(C)Nc2ccccc2C(=O)N1NS(=O)(=O)c1ccccc1,1696,1693
O=C(O)C1CCCCC1C(=O)Nc1nc(-c2ccc(Cl)s2)cs1 (stereo unspecified),1542,1873
Cc1cc(O)cc(=O)n1C,1334,1745
Cc1[nH]c2ccccc2c1C(=O)COC(=O)c1ccc2c(=O)n3c(nc2c1)CCC3,1555,1821
CCCCN(CCCNC(=O)CN1C(=O)COc2ccccc21)c1ccccc1,1624,1706
CC(O)CNC(=S)Nc1ccccc1 (stereo unspecified),1538,2055
Cc1ccc(S(=O)(=O)Nc2c(C)n(C)n(-c3ccccc3)c2=O)cc1C(=O)OCC(=O)N1CCCC(C)C1 (stereo unspecified),1403,1551
Cc1cccc(NS(=O)(=O)c2c(C)noc2C)c1,1358,1577
Cc1ccc([N+](=O)[O-])cc1NC(=O)c1cccs1,1414,1690
COc1cc(OC)cc(C(=O)NC(=S)NNC(=O)c2cnccn2)c1,1579,1733
COc1ccc(OC)c(S(=O)(=O)NCCOC23CC4CC(CC(C4)C2)C3)c1,1378,1958
CN(Cc1ccc(-n2cccn2)cc1)Cc1nc(-c2cnccn2)no1,1640,1863
CC(=O)c1ccc(N2CCN(C(=O)c3n[nH]c4ccccc34)CC2)cc1,1602,1739
O=C1N/C(=C/c2ccc(Br)cc2)C(O)=C1C=NCc1ccccc1,1621,2002
Cc1noc(C)c1C(=O)OCC(=O)C12CC3CC(CC(C3)C1)C2,1687,2172

# Reprinted at random: 5 entries already listed
SMILES,SRC3 TRFRET art,SRC1 TRFRET art
CC1(C)Nc2ccccc2C(=O)N1NS(=O)(=O)c1ccccc1,1696,1693
CC(C)(C)NC(=O)C(c1cccs1)N(C(=O)C(=O)NC1CCCC1)c1ccccc1F (stereo unspecified),1570,1895
CC(C)CCNC(=O)c1ccc(Cl)c(NC(=O)c2ccccc2F)c1,1348,1629
COc1ccccc1N1CCN(Cc2nc(-c3ccc(F)cc3)oc2C)CC1,1719,1649
O=C(NC(=S)Nc1ccccc1N1CCOCC1)c1sc2ccccc2c1Cl,1698,1875

# (more compounds)
SMILES,SRC3 TRFRET art,SRC1 TRFRET art
COc1ccc(NC(=S)N2CCCC2)c(OC)c1,1666,1557
CC(=O)c1ccc(C(=O)N2CCCC(C(=O)c3cc(F)ccc3F)C2)s1 (stereo unspecified),1352,1583
COc1cc(CNCc2cccnc2)ccc1OCC(=O)NC1CCCCC1,1732,1939
Cc1ccc(C)c(OCC(=O)NCC(C)C)c1C,1680,1931
O=C(O)CCCC(=O)Nc1ccc(N=Nc2ccccc2)cc1,1497,1758
CC1CCC2C(=O)N(c3ccc(C(=O)NCc4ccccc4)cc3)C(=O)C2C1 (stereo unspecified),1822,1786
O=C(c1ccc(CNS(=O)(=O)c2ccc(Br)cc2)cc1)N1CCCC1,1574,1711
CC(=O)c1ccccc1NC(=O)Cn1c(=O)cnc2ccccc21,1694,1730
COc1ccccc1N(CC(=O)Nc1ccc(C(F)(F)F)cc1)S(C)(=O)=O,1624,1853
Cc1cccc(C(C)C)c1NC(=O)COC(=O)c1cccc(S(=O)(=O)N2CCc3ccccc3C2)c1,1546,1581
CCn1nc(C)c(NC(=O)Nc2cccc(Cl)c2Cl)c1C,1424,1937
Cc1ccc(NC(=O)COC(=O)c2cc(Cl)ccc2[N+](=O)[O-])c(C)c1,1749,1776
O=C(c1cc2cc(Br)ccc2s1)N1CCOCC1,1629,2010
CCC(C)(NC(=O)c1ccc2c(c1)OCO2)C(=O)NC1CCCCC1 (stereo unspecified),1731,1722
CCN(CC)S(=O)(=O)c1cc(C(=O)OCC(=O)Nc2cccc(Br)c2)ccc1F,1423,1716
O=C(CC1NCCNC1=O)Nc1ccc(Cl)c(Cl)c1 (stereo unspecified),1649,1894
CC/C(=N\NC(=S)NC(C)C)c1ccc(OC)c(OC)c1,1637,1817
O=C(NC(=S)Nc1ccc(CN2CCOCC2)cc1)c1ccc([N+](=O)[O-])cc1Cl,1674,1928
CC(=O)N1CCc2c(sc(NC(=O)c3ccc([N+](=O)[O-])o3)c2C#N)C1,1718,2028
C#CC[N+]1(CC#Cc2ccccc2)CCCCC1,1470,1862
CSc1n[nH]c2nc3c(c(=O)n12)C1(CCCC1)Cc1ccccc1-3,1555,1751
COc1ccc(N2CCN(Cc3nnc(-c4ccccc4)o3)CC2)cc1,1727,1622
CC(=O)NC(Cc1cccc(F)c1)C(=O)NC1CCN(c2nnnn2-c2ccccc2)CC1 (stereo unspecified),1594,1662
CN(C(=O)COC(=O)c1n[nH]c2ccccc12)C1CCS(=O)(=O)C1 (stereo unspecified),1666,1788
COc1ccc2cc(-c3[nH]ncc3CN3CCCC3c3nonc3C)ccc2c1 (stereo unspecified),1571,1861

# Structures listed so far with a nitro group on carbon (six):
SMILES,SRC3 TRFRET art,SRC1 TRFRET art
CC(NC(=O)COC(=O)/C=C/c1ccc([N+](=O)[O-])cc1)c1ccccc1 (stereo unspecified),1659,1775
O=C(Nc1ccc(N2CCN(Cc3ccccc3)CC2)cc1)c1ccccc1[N+](=O)[O-],1546,1659
Cc1ccc([N+](=O)[O-])cc1NC(=O)c1cccs1,1414,1690
Cc1ccc(NC(=O)COC(=O)c2cc(Cl)ccc2[N+](=O)[O-])c(C)c1,1749,1776
O=C(NC(=S)Nc1ccc(CN2CCOCC2)cc1)c1ccc([N+](=O)[O-])cc1Cl,1674,1928
CC(=O)N1CCc2c(sc(NC(=O)c3ccc([N+](=O)[O-])o3)c2C#N)C1,1718,2028

# Next entries follow.
SMILES,SRC3 TRFRET art,SRC1 TRFRET art
O=c1c(Cl)c(Cl)cnn1Cc1ccccc1Cl,1840,1800
COC(=O)[C@@H]1CC[C@H](C)[C@@H](c2ccc(C)cc2)N1C(=O)c1ccc(/C=N/OC[C@@H](O)COCc2ccco2)cc1,1333,1831
CCN1C(=O)CCCc2ccccc21,1881,1920
CC(C)(C)CC(=O)O/N=C(\N)c1ccncc1,1623,1740
COc1cccc(N/C=C/C(=O)c2ccc(Cl)cc2)c1,1422,1658
COC(=O)[C@@]1(Cc2ccc(F)cc2)[C@H]2c3cc(C(=O)N(C)C)n(Cc4nc5ccccc5[nH]4)c3C[C@H]2CN1C(=O)c1ccccc1,1746,1697
CCS(=O)(=O)c1ccc2oc(SCC(=O)NCCc3ccccc3)nc2c1,1638,1540
COc1ccc(S(=O)CC(=O)Nc2ccc(Cl)cc2Cl)cc1 (stereo unspecified),1641,1634
CCC(C(=O)NCCN1CCN(C)CC1)n1c(C)c2cnn(-c3ccccc3)c(=O)c2c1C (stereo unspecified),1412,1644
Cc1cccc(NC(=O)COc2ccc(Br)cc2/C=N/O)c1,1548,2001
O=C(COC(=O)c1cc([N+](=O)[O-])ccc1NCc1ccccc1Cl)NCC(F)(F)F,1515,1847
Cc1nc(-c2ccccc2)cn2c1nc1ccccc12,1497,1994
O=C(O)c1ccccc1/C=N/Nc1nc(N2CCCCC2)nc(N2CCCCC2)n1,1436,1771
Cc1cc(C)n2cc(CSc3nncn3C)nc2n1,1852,1690
COc1ccc(/C=N/Nc2cc(OC)ncn2)cc1,1764,2015
COc1ccc(NC(=O)c2cn(CCC#N)nc2-c2cccs2)cc1,1433,1512
Cc1ccc(NC(=O)COC(=O)COc2ccc(Cl)cc2)c([N+](=O)[O-])c1,1475,1848
N#Cc1cn(CC(=O)NCCc2c[nH]c3ccccc23)c2ccccc12,1523,1708
CC1=NN(C(=O)CCc2ccccc2O)C(O)(C(F)(F)F)C1 (stereo unspecified),1493,1693
Clc1ccc(CN2C3=NCCCN3c3ccccc32)cc1Cl,1412,1688
CCC1(CC)C(=O)NC(=O)NC1=Nc1ccccc1,1532,1580
CC(NC(=O)COC(=O)c1ccc2c(c1)S(=O)(=O)N=C1CCCCCN12)C12CC3CC(CC(C3)C1)C2 (stereo unspecified),1436,1780
Cc1nn(C)c(Oc2cccc(C(F)(F)F)c2)c1C#N,1552,1563
CCC(CC)NC(=O)CCCSc1nc2ccccc2[nH]1,1687,2097
Cc1cc(C)c(NC(=O)c2ccc[n+](Cc3ccc([N+](=O)[O-])cc3)c2)c(C)c1,1532,1725
# (next part)
SMILES,SRC3 TRFRET art,SRC1 TRFRET art
CCCN1C(=O)C2(SC(NC(C)=O)=NN2C(C)=O)c2cc(C)ccc21 (stereo unspecified),1740,1780
CNS(=O)(=O)c1cccc(C(=O)OCC(=O)/C=C2/N(C)c3ccccc3C2(C)C)c1,1547,1729
O=C(CSc1nncn1-c1ccccc1)c1c[nH]c2ccccc12,1555,1686
COc1ccccc1N=NC1=C(O)CC(C)(C)CC1=O,1651,2064
Cc1ccc(-c2nnc(SCC(=O)N/N=C/c3ccc(C)s3)n2-c2ccc(C)cc2)cc1,1721,1915
O=c1[nH][nH]c(-c2ccccc2O)c1C(C[N+](=O)[O-])c1ccccc1 (stereo unspecified),1471,1657
CCn1c2ccccc2c2nnc(SCc3ccccc3)nc21,1724,1804
O=C(O)c1cc(-c2ccco2)nn1-c1ccc(Cl)cc1,1716,1832
COc1cc(CC(C#N)(CO)c2nc3ccccc3[nH]2)ccc1OC(F)F (stereo unspecified),1673,2076
CCN(C(=O)COC(=O)c1ccc(N2C(=O)c3ccccc3C2=O)cc1)C1CCS(=O)(=O)C1 (stereo unspecified),1643,1664
CNC(=S)Nc1sc2c(c1C(=O)OC)CCC2,1834,1935
CCNc1nc(SC(C)C(=O)Nc2ccccc2)nc(N(C)C)n1 (stereo unspecified),1550,1921
Cc1cc(-c2ccccc2)c(C#N)c(=S)[nH]1,1876,1980
COc1ccccc1CNC(=O)C(NC(=O)c1ccccc1C)C(C)C (stereo unspecified),1451,1549
C=CCOc1ccc(C=Nc2ccc(OC)cc2)c(O)c1,1828,1791
Cc1c(CNCCc2ccc(Cl)cc2)c(C(=O)O)c(C)n1Cc1ccccc1,1570,1628
COC(=O)CN(C#N)c1nc(N(C)C)nc(N(C)C)n1,1450,1819
Cc1cc(CN(C)C(=O)CC2C(=O)NCCN2CC(c2ccccc2)c2ccccc2)on1 (stereo unspecified),1445,1828
